Screens (PubChem BioAssay)
tim10-1 inh: growth inhibitors of tim10-1 mutant yeast, primary screen, luminescence, uHTS. S. cerevisiae tim10-1 ts strain growth, BacTiter-Glo, 24 h. inhibition, % at 20 µM. 330,000 tested, 2.2% active. AID 463190, 2010;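 active means inhibition of at least 40%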;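 further: mutant grown at 25 °C; 0% = DMSO wells with yeast and 100% = wells holding no yeast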
hIAP block: human IAP inhibitors, primary screen, biochemical, luminescence, uHTS; 330,000 tested, 0.12% active; inhibition, % at 10 µM; Intestinal-type alkaline phosphatase (Homo sapiens), P09923; purified IAP, CDP-Star luminescence, 30 min;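 active means inhibition reaching a set limit with compound at 10 µM in the primary screen, cut at about 35% in these data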;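 further: plate controls were DMSO wells with enzyme for no effect and no-enzyme buffer wells for full effect; values of inactives mirror those of a sister screen read the other way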
Target sequence (P09923 whole entry, looked up): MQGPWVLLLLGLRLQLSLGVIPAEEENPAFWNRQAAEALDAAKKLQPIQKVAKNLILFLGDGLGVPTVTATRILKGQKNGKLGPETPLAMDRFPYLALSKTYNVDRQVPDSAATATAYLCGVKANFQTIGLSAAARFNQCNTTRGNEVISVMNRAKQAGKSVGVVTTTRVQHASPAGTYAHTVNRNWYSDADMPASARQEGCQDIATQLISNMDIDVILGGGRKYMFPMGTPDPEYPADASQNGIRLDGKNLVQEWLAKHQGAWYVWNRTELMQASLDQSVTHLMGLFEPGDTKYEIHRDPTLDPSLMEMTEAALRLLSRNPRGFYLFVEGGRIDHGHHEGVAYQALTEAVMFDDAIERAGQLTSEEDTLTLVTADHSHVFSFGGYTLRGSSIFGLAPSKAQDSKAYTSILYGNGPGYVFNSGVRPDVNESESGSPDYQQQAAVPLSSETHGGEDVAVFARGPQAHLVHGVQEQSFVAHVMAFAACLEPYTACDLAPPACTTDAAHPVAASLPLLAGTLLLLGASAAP
mIAP block: inhibitors of mouse IAP, primary screen, biochemical, luminescence, uHTS; purified mouse IAP, CDP-Star luminescence, 30 min; inhibition, % at 10 µM; 330,000 tested, 0.2% active; AID 2806, 2010;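 active means inhibition of at least 40% at 10 µM in the primary screen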;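 further: plate controls were DMSO with enzyme for no effect and no enzyme wells for full effect; values of inactives mirror those of a sister screen read the other way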
TIM10 inh: growth inhibitors of isogenic TIM10 control yeast, primary screen, counter-screen for tim10-1 yeast inhibitor project, luminescence, uHTS; S. cerevisiae TIM10 strain growth, BacTiter-Glo luminescence, 24 h; inhibition, % at 10 µM; 330,000 tested, 1.4% active;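 active means inhibition of 40% or more at the single tested concentration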;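 further: wild-type TIM10 isogenic control strain grown at permissive 25 °C; 0% = DMSO yeast wells and 100% = minimal medium wells without yeast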
mIAP activ: activators of mouse IAP, primary screen, biochemical, luminescence, uHTS | intestinal alkaline phosphatase [Mus musculus] | muIAP, CDP-Star luminescence, 30 min; hits give high values; 1 = vehicle-only enzyme signal, 0 = enzyme-free wells | activation factor at 10 µM | 330,000 tested, 0.24% active;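 active means activation factor of at least 2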; further: the source names both 10 and 20 µM as test concentration; values of inactives mirror those of a sister screen read the other way
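Assay system: mouse IAP enzyme; Reagent: CDP-Star chemiluminescent phosphatase substrate; Compound: DMSO-dissolved test compounds; Incubation: 30 min, room temperature; Technique: luminescence from enzymatic CDP-Star hydrolysis; Controls: DMSO-only wells and no-enzyme negative control.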
hIAP act: human IAP activators, primary screen, biochemical, luminescence, uHTS; purified human IAP, CDP-Star luminescence, 30 min; hits give high values; 1 = vehicle-only enzyme, 0 = enzyme-free background; Intestinal-type alkaline phosphatase (Homo sapiens), P09923; activation factor at 10 µM; 330,000 tested, 0.16% active;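 active means activation factor of the enzyme at least 2-fold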; further: the source names both 10 and 20 µM as test concentration; values of inactives mirror those of a sister screen read the other way
NALP3 yeast inh: NALP3 inflammasome inhibitors in reconstituted yeast, primary screen, luminescence, uHTS; Yeast reconstituted NLRP3/ASC/caspase-1, beta-gal luminescence, 24 h; inhibition, % at 10 µM; 330,000 tested, 0.39% active;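 active means inhibition of 50% or more; inactive means inhibition below 50%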;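 further: plate controls were induced DMSO wells for no effect and uninduced yeast grown without galactose for full effect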
ATG4B inh: ATG4B protease inhibitors, primary screen, biochemical, fluorescence, uHTS. ATG4B cleavage of LC3-PLA2, NBD-HPC fluorescence, 1 h. inhibition, % at 8.33 µM. 340,000 tested, 0.51% active. AID 504462, 2011; in the data active means inhibition above about 40%
Target sequence (Q9Y4P1 whole entry, looked up): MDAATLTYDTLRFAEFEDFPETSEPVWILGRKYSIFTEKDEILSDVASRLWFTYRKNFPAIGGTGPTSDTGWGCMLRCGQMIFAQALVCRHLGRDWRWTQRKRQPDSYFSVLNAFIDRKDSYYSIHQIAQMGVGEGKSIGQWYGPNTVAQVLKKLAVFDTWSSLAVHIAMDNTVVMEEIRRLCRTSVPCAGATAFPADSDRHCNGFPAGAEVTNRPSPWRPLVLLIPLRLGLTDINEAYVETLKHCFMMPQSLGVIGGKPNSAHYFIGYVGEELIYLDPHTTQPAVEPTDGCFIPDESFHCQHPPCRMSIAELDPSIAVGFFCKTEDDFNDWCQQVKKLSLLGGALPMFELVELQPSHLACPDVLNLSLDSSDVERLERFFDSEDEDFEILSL
Apaf1 inhib: inhibitors of human Apaf-1 apoptosome, primary screen, biochemical, DEVD-Rh110 fluorescence, uHTS | Apoptotic protease-activating factor 1 (Homo sapiens), O14727 | reconstituted apoptosome caspase-3 activity | inhibition, % at 20 µM | 330,000 tested, 0.71% active | AID 489030, 2010; active means inhibition of at least 40% at 20 µM;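 further: plate controls were DMSO wells for no effect and DEVD-CHO caspase inhibitor wells for full effect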
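Material: biochemical Apaf-1 apoptosome reconstitution. Medium: Hepes buffer, pH 7.5. Also added: cytochrome c activation, bis-DEVD rhodamine 110 substrate. Timing: 30 min compound preincubation, 50 min activation, room temperature. Measured by: rhodamine 110 fluorescence at Ex 480/Em 540 nm.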
* hit, by the source's call.

Each structure is followed by: tim10-1 inh	hIAP block	mIAP block	TIM10 inh	mIAP activ	hIAP act	NALP3 yeast inh	ATG4B inh	Apaf1 inhib
- O=C(O)CN1c2cccc3cccc(c23)S1(=O)=O
→ -12	23	7	6	0.93	0.77	5	2	3
- COc1cccc(OCc2nnc(SCC(=O)NCc3ccco3)n2C)c1
→ 2	15	0	6	0.99	0.85	11	-10	9
- CCC1C(=NO)C(CC)C(c2ccccc2)NC1c1ccccc1 (centres undefined)
→ 28	3	-8	32	1.1	0.97	13	0	12
- COCCCNC(=S)N(CCO)Cc1cc2cc3c(cc2[nH]c1=O)OCCO3
→ -6	-11	2	-9	0.98	1.1	18	-6	-9
- COc1cc(NC(=O)c2cccs2)ccc1NC(=O)c1cc2ccccc2o1
→ -6	-6	-1	-14	1	1.1	21	2	-29
- Cc1noc(C(=O)Nc2c(C)n(C)n(-c3ccccc3)c2=O)c1Cl
→ 14	-21	-6	-1	1.1	1.2	12	-1	-1
- O=c1[nH]c(C2CCN(S(=O)(=O)c3ccc4c(c3)OCCO4)CC2)nc2c1nnn2Cc1cccc(F)c1
→ -1	10	12	15	0.88	0.9	21	-11	19
- CCN(CCCNC(=O)CN(C)S(=O)(=O)c1ccc2c(c1)CCC(=O)N2)c1cccc(C)c1
→ -6	6	-4	4	1	0.94	3	-6	-7
- Cc1nn(-c2ccccc2)c(Cl)c1/C=N/NC(=O)c1ccc(CNc2ccccc2)o1
→ 28	-7	0	7	1	1.1	-1	-9	28
- CC(/C=N/n1c(-c2ccccc2)n[nH]c1=S)=C\c1ccco1
→ 42*	-5	24	44*	0.76	1.1	21	8	-14
- O=C(Nc1cccc(-c2nc3ncccc3o2)c1)c1ccccc1
→ -31	0	-5	10	1.1	1	42	-4	-1
- COc1ccc(N2CCN(C(=O)COC(=O)c3ccccc3OCc3ccc(F)cc3)CC2)cc1
→ 15	5	-6	0	1.1	0.95	24	5	28
- Cc1cc(C(=O)N2CCc3ccccc3C2)on1
→ -42	-4	-4	-15	1	1	-1	-3	-4
- O=C(CCNS(=O)(=O)c1cccc2nsnc12)NC1CCN(Cc2ccccc2)CC1
→ -1	-10	2	-1	0.97	1.1	9	-13	4
- Cc1cc(Br)ccc1NC(=O)CCSc1ccccc1
→ 32	7	-21	31	1.2	0.93	14	-2	0
- Nc1ccccc1SC1CC(=O)N(c2ccc3c(c2)OCCO3)C1=O (centres undefined)
→ -3	0	-4	1	1	1	-2	1	-15
- CC1Sc2ccc(S(=O)(=O)CCC(=O)NC3CCCCCC3)cc2NC1=O (centres undefined)
→ 14	-33	4	-1	0.96	1.3	9	-2	2
- COc1cccc(-n2c(=O)c3ccccc3n3c(=S)[nH]nc23)c1
→ 8	4	5	14	0.95	0.96	18	-7	-14
- COc1cc(C(=O)NC2CC(C)(C)Cc3c2cnn3-c2ccccc2)cc(OC)c1OC (centres undefined)
→ 9	-27	-7	-4	1.1	1.3	-1	10	9
- Nc1ccccc1S(=O)(=O)c1ccccc1N
→ 17	8	1	12	0.99	0.92	-18	-3	-17
- CC(=O)Nc1ccc2c(c1)C(=O)N(c1cccc(C)c1)C2=O
→ 0	-4	4	-5	0.96	1	-2	-5	-12
- N#CC1=C2N=C(N)c3ccccc3N2C2=C(C(=O)CCC2)C1c1ccc(Cl)cc1 (centres undefined)
→ 17	-9	19	10	0.81	1.1	-6	-3	16
- CCOC(=O)c1c(NC(=S)NCC2CCCO2)sc(C)c1C (centres undefined)
→ 10	-14	12	-8	0.88	1.1	3	-11	12
- COc1ccc(CNC(=O)c2cc(COc3c(F)cccc3F)on2)cc1OC
→ 4	2	3	-14	0.97	0.98	10	26	-6
- O=C(CCn1cnnn1)Nc1ccccc1
→ 3	13	-8	11	1.1	0.87	-1	1	-30
- CC(C)c1nnc(NC(=O)c2sc3ccccc3c2Cl)s1
→ 25	9	1	7	0.99	0.91	20	-12	16
- CCOc1cc(N2CCOCC2)c(OCC)cc1NC(=O)c1oc2ccccc2c1C
→ 11	6	10	-2	0.9	0.94	7	6	4
- CC/C(=N/Nc1ccccc1)c1cnnc(SC)n1
→ 1	26	2	-9	0.98	0.74	30	1	37
- O=C(NCCN1CCOCC1)c1ccc2c(c1)N(Cc1ccccc1)C(=O)CS2
→ 4	3	4	-6	0.96	0.97	9	5	-10
- O=C(CCc1c[nH]c2ccccc12)NN1C(=O)NC2(CCCCC2)C1=O
→ 15	11	4	0	0.96	0.89	13	-2	-3

3 entries out of the list above, arranged by the value under mIAP activ, rising.
SMILES	hIAP block	mIAP block	mIAP activ	hIAP act	NALP3 yeast inh	ATG4B inh
COc1cccc(OCc2nnc(SCC(=O)NCc3ccco3)n2C)c1	15	0	0.99	0.85	11	-10
COc1cc(C(=O)NC2CC(C)(C)Cc3c2cnn3-c2ccccc2)cc(OC)c1OC (centres undefined)	-27	-7	1.1	1.3	-1	10
Cc1cc(Br)ccc1NC(=O)CCSc1ccccc1	7	-21	1.2	0.93	14	-2

Other compounds.
Each structure is followed by: tim10-1 inh	hIAP block	mIAP block	TIM10 inh	mIAP activ	hIAP act	NALP3 yeast inh	ATG4B inh	Apaf1 inhib
- C=CCOc1ccccc1CN1CCN(CCc2ccccc2)C(CCO)C1 (centres undefined)
→ 19	-1	0	-1	1	1	19	-7	-10
- COc1cc(/C=C/C2=CC(C)(C)NC(=S)N2)cc(OC)c1OC
→ 16	-18	0	15	1	1.2	29	-3	4
- COc1ccc(Cn2cccc(NC(=O)Nc3cccc(C#N)c3)c2=O)cc1
→ 19	6	0	25	1	0.94	-1	-9	11
- Cc1cccc(OCC(=O)OCC(=O)Nc2ccc(Cl)cn2)c1
→ -3	-8	1	2	0.99	1.1	11	-3	-6
- CC(=O)c1sc(NC(=O)CSC(C)C(=O)Nc2cc(C)on2)nc1-c1ccccc1 (centres undefined)
→ 11	5	4	0	0.96	0.95	18	1	-1
- CCCCN(C)CCN1C(=O)C2C(C(=O)Nc3ccc(Cl)cc3)C3C=CC2(O3)C1C(=O)NC1CCCCC1 (centres undefined)
→ -18	-11	6	15	0.94	1.1	-2	-8	9
- CC(=O)N1CCc2cc(S(=O)(=O)NC(CC(C)C)C(=O)N3CCn4c3nc3ccccc34)ccc21 (centres undefined)
→ 10	10	5	-7	0.95	0.9	-5	-20	-3
- Cn1nc2c3ccccc3n(Cc3ccc(F)cc3)c2nc1=S
→ 10	34	9	16	0.91	0.66	14	-5	22
- Cc1ccc(C(=O)O)cc1S(=O)(=O)NCC1CCCO1 (centres undefined)
→ -2	11	0	-11	1	0.89	6	-3	-19
- COc1ccc(OC(=O)c2ccc(Cl)cc2)c(C(C)=O)c1
→ 8	-12	-3	8	1	1.1	20	-3	6
- CC(O)[C@H]1CN=C(N)N1CC1CCCCC1 (some centres undefined)
→ -20	3	-2	-2	1	0.97	14	2	5
- CC1(C)Cc2c(c(-c3ccccc3Cl)[nH]c(=O)c2C#N)CO1
→ 3	2	3	-1	0.97	0.98	2	-12	-10
- Cc1oc(C(N)=O)cc1COc1ccc(C(N)=O)cc1
→ -9	7	-4	-4	1	0.93	18	9	-8
- COc1ccc([N+](=O)[O-])cc1Nc1ncnc2ccccc12
→ 1	6	6	6	0.94	0.94	-6	-8	-19
- Cc1ccc(CNC(=O)C2CC(c3ccccc3C(F)(F)F)=NO2)cc1 (centres undefined)
→ 9	14	5	-15	0.95	0.86	17	9	7
- Cc1cc(C)cc(C(=O)Nc2cccnc2)c1
→ -19	22	-5	-4	1	0.78	33	-6	-6
- Cc1cc(Nc2ccc([N+](=O)[O-])cc2)nc2ccccc12
→ 12	7	10	-1	0.9	0.93	14	-19	-11
- Cc1cc(Br)cc(C)c1OCC(=O)NNC(=O)c1cccs1
→ -5	-70	3	2	0.97	1.7	14	-3	15
- O=C(CN1C(=O)C(=O)N(CCC2=CCCCC2)C1=O)Nc1ccc(F)cc1F
→ 4	-3	1	10	0.99	1	19	-11	-1
- Cc1ccc(C)c(/C=N/NC(=S)NC(C)C)c1
→ 24	21	6	15	0.94	0.79	-2	0	-2
- O=C(CSc1ncn[nH]1)N1N=C2/C(=C/c3ccco3)CCCC2C1c1ccco1 (centres undefined)
→ 14	10	5	15	0.95	0.9	6	-17	22
- O=C(NCc1ccco1)C(c1ccncc1)N(C(=O)Cn1nnc2ccccc21)c1ccccc1F (centres undefined)
→ -1	5	3	-16	0.97	0.95	-2	-3	-6
- COc1ccc(CC(=O)NCc2cccc(CNC(=O)Cc3ccc(OC)c(OC)c3)c2)cc1OC
→ -11	-16	0	10	1	1.2	16	-14	6
- C(=N\Nc1nc2ccccc2s1)/c1cccs1
→ 0	-26	11	18	0.89	1.3	11	1	13
- Cc1ccc(C)c(/C=N/Nc2nc3ccccc3c(=O)n2O)c1
→ -6	-4	18	2	0.82	1	5	7	-21
- COc1ccccc1N1CCN(C2CCCN(Cc3ccc(Cl)cc3)C2)CC1 (centres undefined)
→ 17	11	4	2	0.96	0.89	29	4	6
- CCOC(=O)C1=C(N)OC2=C(C(=O)CC(C)(C)C2)C1C1CCCCC1 (centres undefined)
→ 45*	-3	4	28	0.96	1	-18	-2	16
- O=C(Cc1ccccc1)NNC(=O)c1ccc(NC(=O)c2ccccc2)cc1
→ -17	4	-2	2	1	0.96	18	7	3
- NS(=O)(=O)c1ccc(CCNC(=O)c2cccc(OC(F)F)c2)cc1
→ 11	23	1	-14	0.99	0.77	3	5	-26
- O=C(c1ccc(Sc2ccccc2)c([N+](=O)[O-])c1)N1CCOCC1
→ 9	6	13	14	0.87	0.94	9	-9	0

New compounds follow.
Each structure is followed by: tim10-1 inh	hIAP block	mIAP block	TIM10 inh	mIAP activ	hIAP act	NALP3 yeast inh	ATG4B inh	Apaf1 inhib
- C=CCn1cnc2c(c1=O)c1nc3ccccc3nc1n2/N=C/c1cccc(OC)c1OC
→ 35	-9	12	14	0.88	1.1	37	-41	1
- COc1cccc2c1Oc1ncccc1N(C(=O)CCC(=O)NCc1ccccc1)C2
→ -3	5	-3	-5	1	0.95	8	-1	0
- CCN(CC)C(=O)Cn1nc(C)c2ccccc2c1=O
→ 0	-1	-6	-8	1.1	1	17	0	1
- Cn1c(C=O)c(-c2ccc3cc[nH]c3c2)c2ccccc21
→ 35	-6	-2	38	1	1.1	-5	-2	12
- O=C(NCCN1CCOCC1)c1c(O)nc2sccn2c1=O
→ 14	-10	0	3	1	1.1	16	-1	2
- O=C1OC(COc2ccc(Br)cc2)CN1c1ccccc1 (centres undefined)
→ 5	-26	-1	32	1	1.3	-2	-6	-20
- COc1ccc(S(=O)(=O)N(CCCN2CCOCC2)Cc2cccc3ccccc23)cc1
→ 23	-11	-11	10	1.1	1.1	-6	-1	17
- COc1ccc(-c2csc(NC(=O)Cc3ccccc3)n2)cc1OC
→ 27	-11	-14	-3	1.1	1.1	8	-12	8
- COc1ccccc1CNCc1cc(Br)ccc1OC
→ 9	9	-1	12	1	0.91	23	-6	-31
- CC1Sc2ccc(S(=O)(=O)N3CCC(C(=O)Nc4ccc(Cl)cc4)CC3)cc2NC1=O (centres undefined)
→ 18	2	-89	-4	1.9	0.98	22	-17	19
